# Bcl-B displacement: displacers of TR3 peptide from Bcl-B, primary screen, selectivity assay for Bfl-1 inhibitor project, biochemical, fluorescence polarization; displacement, % at 20 µM, or IC50 in µM where a hit was titrated; AID 748; 0.11% of 96,000 active; FP displacement of FITC-TR3 peptide from Bcl-B; higher % means a stronger effect;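 active means displacement above 50% at 20 µM plus a fluorescence interference ratio under 1.5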;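 further: plate controls were wells without compound for no effect and wells lacking Bcl-B protein for full effect; a part of the inactive calls stands beside numbers as strong as those of hits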
# MRP resist rev: compounds reversing MRP-mediated drug resistance | H69AR cells + 2 uM doxorubicin, CellTiter-Glo, 72 h | differential viability (reversal), % at 10 µM | 0.04% of 85,000 active;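 active means viability drop by adding the cancer drug above about 55%, with treated viability meeting a 40% cutoff, limit read from the data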;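 further: viability without doxorubicin minus viability with 2 µM doxorubicin for each compound; larger differential means the compound sensitizes cells more to doxorubicin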
# PLAP inhibitors HTS: PLAP enzyme inhibitors, biochemical, luminescence, HTS (AID 690); purified PLAP, luminescent substrate; higher % means a stronger effect; inhibition, % at 20 µM; hits with a dose series show IC50 in µM; 0.08% of 96,000 active; in the data active means a potency from the dose series; inactive means the rest, 99 in 100 with inhibition below about 30%; further: strong numbers were not always called active
# NFkB transloc inh: blocks IL-1B driven NFkB nuclear translocation in HUVEC cells; HUVEC IL-1B NFkB p65 nuclear translocation imaging; inhibition, % at 2 µM; 0.43% of 94,000 active;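 active means inhibition above about 30% together with a positive call from visual inspection of the well image, limit read from the data; inconclusive means inhibition above a set limit but visual check negative; inactive means inhibition not above a set limit, visual check negative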;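 further: nuclear over cytoplasmic p65 intensity ratio measured by imaging; 0% = IL-1B stimulated DMSO wells and 100% = unstimulated DMSO wells; values of inactives mirror those of a sister screen read the other way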
# NFkB transloc pot: enhances IL-1B driven NFkB nuclear translocation | AID 819 | activation, % at 2 µM | HUVEC IL-1B NFkB p65 nuclear translocation imaging | 0.3% of 94,000 active;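 active means activation above 40%, about the mean plus 3 SD, also judged a hit on visual image review; inconclusive means activation above 40% but not a hit on visual review; inactive means activation not above 40% and no visual hit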;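 further: percent activation is computed from the nuclear over cytoplasmic p65 intensity ratio; values of inactives mirror those of a sister screen read the other way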
# MRP resist rev cytotoxicity: further read-out of MRP resist rev, marked with its call; viability, %; H69AR cells, CellTiter-Glo, 72 h; measured here: cytotoxicity without doxorubicin
# MRP resist rev with doxorubicin: also measured in MRP resist rev; calls as there; viability, %; measured here: viability with 2 uM doxorubicin; stronger effect = lower value
# NFkB transloc inh cell count 2 µM: also measured in NFkB transloc inh; calls as there; cell count; measured here: cells passing quality filter;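 raw number of nuclei counted in each imaged well without normalization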
# NFkB transloc pot cell count 2 µM: also measured in NFkB transloc pot; calls as there; cell count; measured here: cells passing quality filter
# * marks the source's active call; other numbers are inactive results; ? = inconclusive; . = no result given. An excerpt; rates above refer to the full screens.
structure	NFkB transloc inh	MRP resist rev with doxorubicin	NFkB transloc inh cell count 2 µM	NFkB transloc pot cell count 2 µM	NFkB transloc pot	MRP resist rev cytotoxicity	MRP resist rev	Bcl-B displacement	PLAP inhibitors HTS
COc1ccc(-c2nnc(SCc3nnc(-c4ccccc4)o3)n2C)cc1OC	-6	81	146	146	6	93	12	2%	-26%
O=C1CSc2ccccc2N1Cc1ccc(F)cc1	10	91	122	122	-10	97	6	-4%	15%
CCCN(CCC)C(=O)COc1cc(=O)n(CC)c2ccccc12	-7	.	87	87	7	.	.	4%	-5%
CSc1cc(-c2ccc(Cl)cc2)c(C(=O)NC(C)C)s1	4	.	80	80	-4	.	.	4%	10%
O=C(c1ccccc1F)N(Cc1ccccc1)C1CCS(=O)(=O)C1 (stereo not drawn)	-28	76	133	133	28	88	12	6%	-6%
Cc1cccc(Cn2c(C(=O)OC(C)C)cc3c2ccn3C)c1	-26	74	224	224	26	73	-2	3%	-4%
CSc1ncccc1C(=O)OCC(=O)NC(=O)NCCC(C)C	.	86	.	.	.	93	8	8%	10%
COc1ccc(-c2cc(C(=O)Nc3ccccc3SC)no2)cc1	-15	116	174	174	15	92	-23	-8%	18%
CCOc1cc2[nH]c(=O)n(CCCC(=O)NCc3ccc(OC)cc3)c(=O)c2cc1OCC	4	.	155	155	-4	.	.	10%	-13%
COc1cccc(NC(=O)C(OC(=O)/C=C/c2ccc3c(c2)OCO3)c2ccccc2)c1 (stereo not drawn)	-16	.	153	153	16	.	.	-12%	-14%

# An excerpt from above in order of count of non-hydrogen atoms, high to low.
structure	NFkB transloc inh	MRP resist rev with doxorubicin	NFkB transloc inh cell count 2 µM	NFkB transloc pot cell count 2 µM	NFkB transloc pot	MRP resist rev cytotoxicity	MRP resist rev	Bcl-B displacement	PLAP inhibitors HTS
CCOc1cc2[nH]c(=O)n(CCCC(=O)NCc3ccc(OC)cc3)c(=O)c2cc1OCC	4	.	155	155	-4	.	.	10%	-13%
COc1cccc(NC(=O)C(OC(=O)/C=C/c2ccc3c(c2)OCO3)c2ccccc2)c1 (stereo not drawn)	-16	.	153	153	16	.	.	-12%	-14%
Cc1cccc(Cn2c(C(=O)OC(C)C)cc3c2ccn3C)c1	-26	74	224	224	26	73	-2	3%	-4%

# (continued)
structure	NFkB transloc inh	MRP resist rev with doxorubicin	NFkB transloc inh cell count 2 µM	NFkB transloc pot cell count 2 µM	NFkB transloc pot	MRP resist rev cytotoxicity	MRP resist rev	Bcl-B displacement	PLAP inhibitors HTS
O=C(CSc1nc2ccccc2s1)NCCOc1ccc(Cl)cc1	.	.	.	.	.	.	.	2%	6%
O=C(Nc1cccc(C(F)(F)F)c1)c1cc(-c2ccc(F)cc2)on1	-25	90	175	175	25	93	4	-15%	20%
CC1CN(C(NC(=O)C(C)(C)C)C(Cl)(Cl)Cl)CC(C)O1 (stereo not drawn)	3	.	125	125	-3	.	.	0%	-2%
Cc1ccc(N2C(=O)c3ccc(C(=O)N4CCOCC4)cc3C2=O)cc1C	-12	77	128	128	12	92	15	.	.
COC(=O)c1c(NC(=O)CN2CCCC(C)C2)c2c(C)cccc2n1C (stereo not drawn)	-17	76	94	94	17	55	-21	2%	-48%
CC1=CC(C)(C)N(C)C(=O)N1c1ccc(Cl)cc1	2	78	173	173	-2	99	21	1%	-8%
Cc1cc([N+](=O)[O-])cnc1NC(C)c1ccccc1 (stereo not drawn)	10	.	130	130	-10	.	.	-3%	2%
Cc1cc(Cl)ccc1OCC(=O)OC(C)C(=O)N(C)C (stereo not drawn)	0	87	93	93	0	96	9	.	-32%
O=C(COc1ccc(Br)cc1)c1ccc2c(c1)CCCC2	6	.	110	110	-5	.	.	5%	45%
Cc1cccc(NC(=O)c2cc(N3CCOCC3)nc3ccccc23)c1	-6	85	142	142	6	86	0	-9%	8%
CS(=O)(=O)N(CC(=O)NCc1ccccn1)Cc1ccc(Cl)cc1	1	97	165	165	-1	99	2	.	.
Cc1nn(Cc2ccccc2)c2c1C(c1cccc(Cl)c1)C(C#N)=C(N)O2 (stereo not drawn)	-4	94	162	162	4	82	-12	-4%	-7%
Cn1nc(C(F)(F)F)cc1C(=O)NC1CCCCCC1	-7	.	197	197	7	.	.	-8%	14%
Cc1ccc(NC(=O)CSc2nnc(-c3ccncc3)n2C)cc1C	7	82	127	127	-7	95	13	1%	3%
COc1ccc(-c2oc(NC(=O)CSc3nncn3C)c(C#N)c2-c2ccc(OC)cc2)cc1	-2	.	149	149	2	.	.	-8%	-64%
CN(C)S(=O)(=O)c1ccc(C(=O)Nc2cccnc2)cc1	23	86	50	50	-23	88	3	6%	9%
Cc1nnc(SCc2cccc(Oc3ccccc3)c2)n1N	-39	91	167	167	39	96	5	0%	12%
Nn1c(Cc2cccc3ccccc23)nnc1SCC(=O)NC1CCS(=O)(=O)C1 (stereo not drawn)	-4	86	105	105	4	86	0	-63%	-105%
CCOC(=O)Cc1c(C)nc2cc(-c3ccc(C(C)(C)C)cc3)[nH]n2c1=O	-4	38	181	181	4	37	-1	6%	-2%
Brc1ccc(OCCOCCN2CCOCC2)cc1	-3	95	77	77	3	93	-3	0%	-20%
Cc1cc2cc(CN(Cc3ccc4c(c3)OCO4)C(=O)c3ccco3)c(=O)[nH]c2cc1C	-22	62	103	103	22	33	-29	1%	-28%
COc1cc2c(cc1OC)-c1nnnn1C(C)(C)C2	4	89	159	159	-4	98	9	-7%	2%
CSc1nc2n(n1)C(c1cccc(F)c1)C(C(=O)Nc1ccc(C)cc1C)=C(C)N2 (stereo not drawn)	5	.	173	173	-5	.	.	4%	49%
CCCN(CCC)c1nc(N)c(C#N)c(CC#N)c1C#N	-45	83	169	.	?	71	-12	-34%	-22%
COCCN1C(=O)C(=O)/C(=C(/O)c2ccc(OC(C)C)cc2)C1c1cccnc1 (stereo not drawn)	-5	82	133	133	5	98	16	-4%	6%
CCc1nc2sc3c(c2c(=O)o1)CCCC3	0	99	49	49	0	103	3	9%	-48%
COc1ccccc1NC(=O)CCC(=O)Nc1ccccc1OC	-1	79	94	94	1	92	13	-8%	22%
COc1ccc(/C=C/C(=O)NCC(=O)N/N=C/c2cc(Br)ccc2OC)cc1	-16	69	150	150	16	56	-12	-10%	0%
Cc1cccc(N2CCN(C(c3ccccc3)c3nnnn3C(C)(C)C)CC2)c1C (stereo not drawn)	-10	83	95	95	10	81	-2	.	.
CCCSc1nnc(Cn2c(=O)sc3ccccc32)n1-c1ccccc1	-18	75	72	72	18	74	-1	-2%	-2%

# Some values from the list:
# `CSc1cc(-c2ccc(Cl)cc2)c(C(=O)NC(C)C)s1` @ NFkB transloc pot = -4
# `CS(=O)(=O)N(CC(=O)NCc1ccccn1)Cc1ccc(Cl)cc1` @ NFkB transloc inh = 1
# `CCCN(CCC)c1nc(N)c(C#N)c(CC#N)c1C#N` @ NFkB transloc inh = -45

# (further entries)
structure	NFkB transloc inh	MRP resist rev with doxorubicin	NFkB transloc inh cell count 2 µM	NFkB transloc pot cell count 2 µM	NFkB transloc pot	MRP resist rev cytotoxicity	MRP resist rev	Bcl-B displacement	PLAP inhibitors HTS
O=C(COc1ccc(S(=O)(=O)N2CCCC2)cc1Cl)N1CCN(c2ccccc2)CC1	6	68	158	158	-6	63	-5	-7%	-52%
Cc1cc(/N=C/C=C2\N(C)c3ccccc3C2(C)C)n(CCC#N)n1	7	75	141	141	-7	20	-55	2%	-22%
C=CCNC(=O)c1onc(CSc2cccc(OCC)c2)c1C(=O)O	-6	.	138	138	6	.	.	-1%	21%
CSc1nc(N)nc(SCC(=O)Nc2ccc(Cl)cc2)c1C#N	-8	.	139	121	5	.	.	-12%	12%
Cc1cccc(N(CC(=O)N2CCOCC2)S(C)(=O)=O)c1C	-19	.	140	140	19	.	.	2%	-10%
C=CCn1c2ccccc2n2nc(C)c(=O)nc12	4	82	96	96	-4	84	2	.	.
O=C(O)C1CCCN1S(=O)(=O)c1ccc(Cl)c(Cl)c1 (stereo not drawn)	-20	95	138	138	20	88	-7	6%	2%
N#CC1=C(c2ccccc2)/C(=C/c2ccccc2)OC1=O	1	6	55	55	-1	4	-2	-31%	-46%
CN(CCC#N)C(=O)CSc1ncnc2sc(-c3ccccc3)cc12	0	64	141	141	0	62	-2	-26%	-53%
Cc1ccc(Cc2c(C)nc3nc(SCC(=O)NCc4ccco4)nn3c2C)cc1	6	.	95	95	-6	.	.	-1%	-5%
CC(=O)Oc1ccc(C(=O)Nc2cc(C)ccc2NC(=O)COc2ccccc2)cc1	-6	.	128	132	-3	.	.	-1%	8%
CCCCSc1nnc(-c2ccc(C)cc2)n1C	7	76	156	156	-7	80	5	10%	-8%
COc1cccc(C(=O)NC(C)C(c2cccs2)N2CCN(C)CC2)c1 (stereo not drawn)	-7	107	125	125	7	104	-3	-1%	-5%
Cc1ccc(C(=O)N2CCN(c3ccc([N+](=O)[O-])c(NCc4ccco4)c3)CC2)cc1	-8	.	155	155	8	.	.	-1%	13%
O=C(Cn1c(NCCCO)nc2ccccc21)c1ccc(Br)cc1	-8	86	96	96	8	101	15	-10%	-35%
COc1ccc(C2CC(=O)c3cnc(N4CCN(Cc5ccccc5)CC4)nc3C2)cc1 (stereo not drawn)	-1	.	141	141	1	.	.	-9%	-53%
Cc1ccc(-c2nnc(N3CCCCC3)c3ccccc23)cc1S(=O)(=O)N1CCN(C)CC1	0	58	96	96	0	62	4	3%	-49%
CCOc1ccc(N2CCn3c2nc2c3c(=O)n(CCc3ccccc3)c(=O)n2C)cc1	.	30	.	.	.	15	-15	6%	-22%
COC(=O)c1ccccc1NC(=O)Nc1nnc(N2CCC(C)CC2)s1	3	89	183	183	-3	80	-9	-5%	-41%
O=C(Nc1nc(-c2ccccc2)cs1)C1c2ccccc2Oc2ccccc21	-4	.	134	134	4	.	.	-1%	-1%
NS(=O)(=O)c1ccc(NC(=O)c2ccccc2C(=O)N2CCCCC2)cc1	8	98	107	107	-8	87	-11	-1%	-12%
COc1ccc(CCNS(=O)(=O)c2cccc(S(=O)(=O)N3CCCC3)c2)cc1OC	.	92	.	.	.	96	4	-6%	-53%
Cn1cccc1Cc1nnc(SCC(=O)Nc2ccc3c(c2)OCO3)n1CCc1ccccc1	.	85	.	.	.	76	-8	1%	-58%
CC1CN(S(=O)(=O)c2cccc(C(=O)OCC(=O)c3cccs3)c2)CC(C)O1 (stereo not drawn)	0	99	160	160	0	108	9	25%	-14%
COC(=O)c1ccccc1NC(=O)Nc1cccs1	-9	96	124	124	9	105	9	.	.
Cc1ccc2[nH]c(=O)c(CN(Cc3ccccc3)Cc3nnnn3C3CCCC3)cc2c1	1	19	35	35	-1	41	22	-8%	-62%
CCC(=O)c1ccc(OCC(O)CN(CCc2ccccc2)Cc2ccccc2)cc1 (stereo not drawn)	-9	.	116	116	9	.	.	0%	-28%
COC(=O)Cc1[nH]n(-c2nc3ccccc3s2)c(=O)c1C(C)=O	0	80	54	54	0	93	13	-7%	-15%
CCOc1cc(/C=N/n2cnnc2)ccc1OC(=O)c1cccc([N+](=O)[O-])c1	1	.	76	76	-1	.	.	-16%	8%
CC(C)CSc1nc2c(c(=O)[nH]c(=O)n2C)n1CCc1ccccc1	-21	101	160	160	21	98	-3	3%	12%
C(=NC12CN3CN(CN(C3)C1)C2)c1ccc2c(c1)OCO2	3	89	71	71	-3	101	11	-5%	-11%
O=C(O)c1cccc(-n2cccc2/C=N/O)c1	-1	115	142	142	1	96	-19	18µM*	-1%
CCOc1ccc(OCC)c(S(=O)(=O)NCc2ccc3c(c2)OCO3)c1	-16	80	141	141	16	80	1	7%	-14%
CN(C)S(=O)(=O)c1ccc(C(=O)Nc2ccc(S(=O)(=O)NC3=NCCCCC3)cc2)cc1	13	.	126	126	-13	.	.	-1%	-53%
Cc1cc(C)cc(CC(Cc2nc3ccccc3[nH]2)c2nc3ccccc3[nH]2)c1 (stereo not drawn)	0	.	158	158	0	.	.	-7%	-300%
Nc1nc(N)c2sc3nc(C(F)(F)F)cc(C(F)(F)F)c3c2n1	-5	78	81	81	5	56	-22	.	.
Cc1cc(NC(=O)CCNS(=O)(=O)c2cc(Br)cnc2N)ccc1Br	-7	55	176	176	7	31	-24	-12%	19%
